APE1 inh = APE1 (human) endonuclease inhibition; P27695; recombinant APE1, TAMRA/BHQ-2 abasic DNA cleavage fluorescence; Potency, µM (top dose mostly 65.8 µM), inactives show at the top dose activity change, negative = inhibition, usual class: inhibitors; actives 0.35% (n = 350,000);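 further: potency means the concentration at half of the fitted maximal effect; plate controls were vehicle for no effect and reference inhibitor for full effect; nearly all actives have a fitted effect of over 55% in size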
Target sequence (P27695 whole entry, looked up): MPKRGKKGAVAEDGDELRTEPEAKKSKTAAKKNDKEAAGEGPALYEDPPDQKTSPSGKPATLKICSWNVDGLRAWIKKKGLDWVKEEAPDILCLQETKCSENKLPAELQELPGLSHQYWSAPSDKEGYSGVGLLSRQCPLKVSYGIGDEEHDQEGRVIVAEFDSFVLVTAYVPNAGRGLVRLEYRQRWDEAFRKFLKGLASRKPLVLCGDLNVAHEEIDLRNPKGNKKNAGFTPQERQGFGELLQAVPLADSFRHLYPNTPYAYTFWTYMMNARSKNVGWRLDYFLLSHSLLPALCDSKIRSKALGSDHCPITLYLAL
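0.75 nM APE1 + cpd, 15 min RT; start w/ 50 nM TAMRA/BHQ-2 THF-abasic dsDNA; kinetic fluor 525/598 nm ×3 reads @60 s; Δ(read3−read1); normalized to DMSO and NSC13755 control wells.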
Pol kappa inh = blocks human DNA polymerase kappa activity; Q9UBT6; purified Pol kappa, fluorescent DNA synthesis assay, 10 min; Potency, µM (titrated, usually from 107 µM), without a hit: at the top dose activity, negative = inhibition, hits mostly inhibitors; actives 0.53% (n = 400,000); AID 588579; further: potency means the concentration at half of the fitted maximal effect; on the % scale 0 is the no-effect control and ±100 the full control effect
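Enzyme at 10 nM met test compounds for 15 min at room temperature. Substrate addition (50 nM final) began the reaction, which was monitored by fluorescence at 0 and 10 min.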
POLB inh = inhibitors of human DNA polymerase beta; Potency, µM (top dose mostly 114 µM), for the others: at the highest dose activity change, negative = inhibition, hits mostly inhibitors; actives 1.3% (n = 340,000); P06746; Pol beta primer extension/strand displacement, fluorescence kinetic; further: potency means the concentration at half of the fitted maximal effect; on the % scale 0 is the no-effect control and ±100 the full control effect
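Human Pol beta at 10 nM; strand-displacement substrate 50 nM final. Compound exposure 15 min at room temperature before start, reaction 10 min at room temperature.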
Apoferritin bind = binds horse apoferritin like a general anesthetic; P02791; Potency, µM (top dose mostly 77.5 µM), for inactives: top-dose activity change, negative = displacement, most hits filed as inhibitors; apoferritin/1-aminoanthracene competitive binding, fluorescence; actives 0.074% (n = 350,000); AID 485281; further: potency means the concentration at half of the fitted maximal effect; on the % scale 0 is the no-effect control and ±100 the full control effect; nearly all actives have a fitted effect of over 20% in size
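Probe: 1-aminoanthracene (50% saturated, PBS). Protein: horse-spleen apoferritin, 10 uM. Incubation: 10 min, room temperature. Detection: 380 nm excitation, 535 nm emission. Analysis: normalized response, four-parameter Hill.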
POLH inh = DNA polymerase eta (human) inhibition | actives 1.2% (n = 390,000) | Potency, µM (series often up to 114 µM), for the others: top-dose activity change, negative = inhibition, actives largely listed as inhibitors | Q9Y253 | recombinant Pol eta, fluorescent DNA replication assay; further: potency means the concentration at half of the fitted maximal effect; on the % scale 0 is the no-effect control and ±100 the full control effect
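Pol eta (10 nM) was preincubated with compounds for 15 min at room temperature, after which fluorescent replication substrate (50 nM final) was added to start the reaction. Fluorescence was read kinetically at 0 and 10 min.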
RXFP1 antagonist = RXFP1 (human) relaxin receptor antagonism; HEK293-RXFP1, relaxin-stimulated cAMP HTRF, 30 min; hits give low values; activity change, negative = inhibition, % at 57.5 µM; actives 0.59% (n = 350,000); AID 1259400;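 active means activity change of -60% or lower, but not beyond a set lower limit; inconclusive means change between -60% and -40%, or beyond the set limit; inactive means change above -40%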; further: on the % scale 0 is the no-effect control and ±100 the full control effect
Target sequence (Q9HBX9 whole entry, looked up): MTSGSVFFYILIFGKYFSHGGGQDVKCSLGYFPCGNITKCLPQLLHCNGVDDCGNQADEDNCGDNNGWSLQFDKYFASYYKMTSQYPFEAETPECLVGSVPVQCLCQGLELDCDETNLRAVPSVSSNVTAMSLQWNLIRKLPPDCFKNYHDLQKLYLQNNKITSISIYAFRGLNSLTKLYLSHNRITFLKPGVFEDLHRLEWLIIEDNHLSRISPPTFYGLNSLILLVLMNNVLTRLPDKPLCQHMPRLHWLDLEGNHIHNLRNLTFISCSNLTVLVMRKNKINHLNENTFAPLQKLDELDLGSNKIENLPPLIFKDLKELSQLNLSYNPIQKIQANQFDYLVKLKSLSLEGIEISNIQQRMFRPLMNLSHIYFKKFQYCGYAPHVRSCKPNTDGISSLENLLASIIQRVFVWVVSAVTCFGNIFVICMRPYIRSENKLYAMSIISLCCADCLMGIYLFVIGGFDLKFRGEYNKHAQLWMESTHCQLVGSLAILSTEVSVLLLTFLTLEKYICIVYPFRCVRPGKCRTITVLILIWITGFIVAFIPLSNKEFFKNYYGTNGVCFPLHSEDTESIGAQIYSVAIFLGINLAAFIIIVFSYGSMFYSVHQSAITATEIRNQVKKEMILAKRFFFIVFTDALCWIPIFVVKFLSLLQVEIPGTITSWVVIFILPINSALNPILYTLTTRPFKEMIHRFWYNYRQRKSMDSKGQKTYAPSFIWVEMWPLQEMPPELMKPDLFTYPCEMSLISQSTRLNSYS
PGK inhibitor = inhibitors of T. brucei phosphoglycerate kinase | P07378 | PGK/GAPDH coupled, Kinase-Glo luminescence, 60 min | Potency, µM (doses to about 57.5 µM), for inactives: at the top dose activity change, negative = inhibition, most hits filed as inhibitors | actives 0.043% (n = 380,000) | AID 602233; further: potency means the concentration at half of the fitted maximal effect; on the % scale 0 is the no-effect control and ±100 the full control effect; nearly all actives have a fitted effect of over 60% in size
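Luminescent ATP detection (Kinase-Glo Plus) follows a 60-minute room-temperature incubation, with wells lacking PGK as controls. Buffer: 100 mM TEA (pH 7.6), 5 mM MgCl2, 0.01% Tween-20. Coupling enzyme GAPDH (100 nM final) supplies unstable 1,3-BPG in-well.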
POLI inh = DNA polymerase iota (human) inhibition; Q9UNA4; Pol iota fluorescent replication assay, 10 min; Potency, µM (top dose mostly 115 µM), for inactives: at the highest dose activity, negative = inhibition, most hits filed as inhibitors; actives 1% (n = 390,000); AID 588590; further: potency means the concentration at half of the fitted maximal effect
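Fluorescent replication assay read twice, at 0 min and 10 min after adding 50 nM (final) substrate. Enzyme (10 nM) and compounds were first incubated 15 min at room temperature; enzyme-free buffer wells were negative controls.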
BLM inh = Bloom syndrome helicase (human) inhibition. P54132. recombinant BLM DNA unwinding, fluorescence dequenching. Potency, µM (series often up to 56.1 µM), for inactives: at the top dose activity change, negative = inhibition, hits mostly inhibitors. actives 0.2% (n = 350,000). AID 2528;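 further: potency means the concentration at half of the fitted maximal effect; plate controls were vehicle for no effect and no enzyme for full effect; nearly all actives have a fitted effect of over 35% in size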
* = called active by the depositor; i = inactive; ? = inconclusive; nt = not tested or not shown; & = joins results of further samples; [ ] = remark or other dose. Unless noted, the call rests on the fitted dose curve; in most records, active means well fitted curve in the direction sought with a large enough effect; inconclusive means small, poorly fitted or top-dose-only effect, or another doubt; inactive means no such curve, though single readings can be large; an effect the other way counts as inactive or inconclusive. An excerpt; the hit share may differ from the screen's.

nr | structure | APE1 inh | Pol kappa inh | POLB inh | Apoferritin bind | POLH inh | RXFP1 antagonist | PGK inhibitor | POLI inh | BLM inh
1 | Nc1c2c(nc3ccn(Cc4ccccc4)c(=O)c13)CCC2 | 6% | -4% | -1% | -18% | -6% | -9 | 2% | 15% | 2%
2 | Cc1cccc2c1NC(=O)C2(O)N1CCCC(C)C1 (stereo not given) | 0% | -7% | 28% | ? | -10% | 8 | 3% | 122%[activator] | -7%
3 | CC1(C)CC(=O)C2=C(C1)N(c1ccc(F)cc1)C(=O)C2(O)C(F)(F)F (stereo not given) | -5% | -14% | -3% | -12% | 1% | 3 | -10% | 14% | -4%
4 | CCOC(=O)c1cnn(CCOC(=O)c2cccc(F)c2)c1NC(=O)c1cccc(F)c1 | -4% | -6% | 13% | -6% | -1% | 2 | -8% | 84%[activator] | -2%
5 | O=C(COC(=O)CCCc1c[nH]c2ccccc12)Nc1ccc2c(c1)OCO2 | 2% | -14% | 6% | ? | -13% | -3 | i | 3% | -10%
6 | CCOc1cc(NC(=O)c2ccco2)c(OCC)cc1NC(=O)Cc1cccc(OC)c1 | -6% | -6% | 1% | -23% | ? | 2 | -9% | 52%[activator] | -14%
7 | Cc1ccc(C(=O)NCC(c2ccco2)S(=O)(=O)c2ccccc2)cc1C (stereo not given) | nt | -13%[60.1 µM] | 6% | -3% | -23% | 3 | -6% | 19% | -1%
8 | CN(CC(=O)Nc1ccc(Cl)cc1F)C1CCS(=O)(=O)C1 (stereo not given) | 15% | 0% | nt | nt | 0% | 1 | -1% | -3% | nt
9 | COc1ccc([N+](=O)[O-])cc1NS(=O)(=O)c1ccc(Cl)c(C(=O)Nc2sc3c(c2C#N)CCCCC3)c1 | ? | nt | -2% | -8% | nt | nt | nt | nt | -3%
10 | CCOC(=O)Nc1nc(-c2ccc(Cl)cc2Cl)cs1 | -4% | -16% | 0% | -11% | -24% | -25 | -10% | -15% | -6%
11 | CC1=C(C(=O)Nc2ccc(C)cc2C)C(c2ccc[nH]2)n2ncnc2N1 (stereo not given) | nt | -10%[60.1 µM] | 11% | -7% | -4% | nt | 0% | ? | -2%
12 | CCOC(=O)c1c(NC(=O)c2cccc(N3C(=O)CCC3=O)c2)sc2c1CCN(CC)C2 | 10% | 5% | 2% | -15% | -11% | -1 | -7% | 19% | 30%[activator]
13 | CCc1cccc(C)c1NC(=O)COC(=O)C1CCN(S(=O)(=O)c2ccccc2)CC1 | 26% | -5% | nt | nt | -15% | -9 | 3% | 30% | nt
14 | CCC(=O)n1nc(-c2ccc(Cl)cc2)nc1NCc1ccccc1 | -2% | -5% | 0% | -6% | -2% | nt | i | -9% | -1%
15 | COc1ccc2c(c1)CCc1c(C(=O)NCCCn3ccnc3)noc1-2 | 3% | -5% | 19% | -18% | -10% | -5 | i | 1% | 2%
16 | O=C(Nc1ncccn1)c1cc(-c2cccc(Br)c2)nc2ccccc12 | -1% | -9% | -25% | -18% | -10% | 4 | i | -8% | -1%
17 | COc1cc(CN2CCN(S(=O)(=O)c3ccc(F)cc3)CC2)cc(OC)c1OC | 7% | -3%&-11% | 20%&-13% | -15%&-2% | 1%&-2% | -4 | -5%[11.5 µM] | -17%&-8% | -12%&-4%
18 | CCOC(=O)Cn1c(=O)oc2cc(S(=O)(=O)NCc3ccc(F)cc3)ccc21 | nt | -8% | -1% | -1% | -8% | -7 | 1% | -4% | -3%
19 | CCCc1c(C(=O)N/N=C/c2ccc(OC)c(OCc3ccccc3)c2)nnn1-c1nonc1N | -12% | -2% | 12% | -6% | 3% | 8 | -1% | -4% | -4%
20 | C=CCSc1nnc(CC(OC)OC)n1-c1ccccc1 | -3% | 11% | -2% | -3% | -13% | -7 | -8% | 6% | 1%
21 | COc1ccc(CC(=O)N2CCc3cc(OC)c(OC)cc3C2COc2ccc(F)cc2)cc1 (stereo not given) | nt | -8%[60.1 µM] | -5% | 109%[activator] | -14% | nt | 7% | 5% | -8%
22 | N#Cc1c2c(c(-c3ccco3)[nH]c1=O)CCCC2 | -2% | ? | 2% | -14% | -6% | -9 | i | 28µM* | -3%
23 | Nc1nc2nccc(-c3ccc(Cl)cc3)n2n1 | -3% | -6% | -3% | 1% | 5% | 9 | -4% | 9% | 0%
24 | Cc1cc(C)c(C)c(S(=O)(=O)NCc2ccc(C(=O)N3CCCC3)cc2)c1C | 1% | 0% | -22% | -10% | -10% | -14 | i | 59%[activator] | 0%
25 | CN(NS(=O)(=O)c1ccc(Cl)cc1)c1nc(C(F)(F)F)nc2ccccc12 | -3% | -5% | -8% | -9% | -2% | 8 | -2% | 24% | -3%
26 | C=C(C)CSc1nnc2n(C)c(=O)c3c4c(sc3n12)CCC4 | 0% | -15% | 2% | -2% | -6% | -1 | -12% | 1% | -1%
27 | Cc1cc(C)c(NC(=O)CSc2nccn2Cc2ccco2)c(C)c1 | nt | -4%[60.1 µM] | 2% | -6% | -3% | 9 | i | -12% | -1%
28 | CC(C)CCOc1ccc(C(=O)N2CCN(c3ncccn3)CC2)cc1 | 11% | -19% | 28% | ? | -2% | -7 | 5% | -5% | 0%
29 | O=C(Nc1ccccc1N1CCN(C(=O)c2ccccc2)CC1)c1ccc([N+](=O)[O-])o1 | 14% | 0% | 12% | -10% | -14% | -2 | -12% | -3% | 0%
30 | CC(=O)c1c(C)n(-c2cccc(Cl)c2)c2ccc(O)cc12 | -6% | 7% | 24% | -6% | -7% | -29 | -6% | 11% | -13%
31 | Cc1cccc(C=Nc2ccccc2C(N)=O)c1 | 0% | -5% | 2% | 41%[activator] | 2% | 5 | -2% | -9% | -2%
32 | COc1ccc(-c2nnn(CC(=O)N3CCOCC3)n2)cc1 | 15% | 5% | 4% | -12% | -10% | -19 | -2% | 3%[58.9 µM] | -2%
33 | O=C(Nc1c2c(nn1-c1ccc(Cl)cc1)CS(=O)(=O)C2)c1cccc(F)c1 | nt | -5%[60.1 µM] | 1% | -17% | 1% | nt | -6% | 2% | -7%
34 | COc1ccc(CNC(=O)C2CC(=O)N(C3CCCC3)C2)cc1 (stereo not given) | 1% | 11% | 36% | -2% | -15% | -3 | i | 7% | -13%
35 | COC(=O)c1ccccc1NC(=O)c1ccnn1C | -8% | -10% | -1% | -2% | -16% | -4 | -2% | 78%[activator] | -3%
36 | O=C(NC(=S)NNC(=O)c1ccccc1O)c1cccc([N+](=O)[O-])c1 | 9% | -2% | 26% | -1% | -22% | -3 | -8% | 13% | -6%
37 | COCCN(CCOC)S(=O)(=O)NC[C@H]1O[C@@H](n2cnc3c(N)ncnc32)[C@H](O)[C@@H]1O | 34% | -5% | nt | nt | 0% | nt | 1% | 1% | nt
38 | COc1cccc(CNC(=O)CCC2CCCN(Cc3ccc(OC(F)F)cc3)C2)c1 (stereo not given) | 0% | 4% | -2% | 7% | -12% | -12 | -8% | 30% | -2%
39 | O=C(NNC(=O)c1cc(OCC(F)(F)F)ccc1OCC(F)(F)F)c1cccc(C(F)(F)F)c1 | -5% | -13% | 2% | -3% | ? | 0 | 4% | 3% | -6%
40 | O=C(CC1NCCN(Cc2ccccc2)C1=O)Nc1ccccc1 (stereo not given) | 3% | 1% | 0% | -10% | -8% | 9 | -9% | -15% | -3%
41 | CC(=O)OCCOc1nc(NC(C)C)nc(NC(C)C)n1 | 20% | -10% | 22% | -1% | -26% | 5 | -2% | 207%[activator] | -13%
42 | O=C(O)c1ccc2c(c1)C(=O)N(Cc1ccc3c(c1)OCO3)C2=O | 3% | -11% | -19% | -2% | -4% | -13 | 2% | ? | 1%
43 | OCCOCCOc1ccccc1OCCOCCO | -1% | 1% | 29% | -17% | -9% | -8 | -1% | -6% | 0%
44 | COc1ccc(N2CCN(C(=O)CSc3ccc(C)cc3)CC2)cc1 | -2% | -13% | -8% | -2% | 9% | 8 | 0% | 114%[activator] | -3%
45 | O=C(Nc1cccc(S(=O)(=O)NC2=NCCC2)c1)c1cnc(Cl)c(Cl)c1 | -17% | 10% | nt | nt | -13% | -8 | -2% | 1% | nt
46 | C/C(CC1(O)C(=O)N(C)c2ccccc21)=N\O (stereo not given) | 4% | 8% | 40% | -8% | 4% | -23 | nt | -18% | -1%
47 | COc1ccc(CCNC(=O)COC(=O)c2cc3ccccc3oc2=O)cc1OC | 14% | 5% | nt | nt | 1% | -2 | -5% | 37%[activator] | nt
48 | CCOc1ccc(-c2csc(NC(=O)CSC3=NC(=O)CN3C(C)=O)n2)c2ccccc12 | -1% | -9% | -6% | -4% | -5% | -22 | -7% | 2% | -12%
49 | CCOc1cc(/C=N/NC(=O)CSc2nncn2C)ccc1OCc1cccc(C)c1 | 12% | -18% | 15% | -18% | -14% | nt | 2% | 11% | 7%
50 | O=c1[nH]c(=S)[nH]cc1Oc1ccc(Cl)cc1 | nt | -4% | nt | nt | -20% | -5 | i | -18% | nt
51 | COc1cc(/C=C2\SC(=O)N(CC(=O)Nc3cccc(C)c3)C2=O)cc([N+](=O)[O-])c1O | 4% | -17% | 8% | -4% | 22µM* | ? | ? | ? | -29%
52 | COC(=O)C/C=C/[C@@H](C)[C@@H](/C=N/OC[C@@H](C)[C@H](OCc1ccccc1)C(C)C)NS(=O)(=O)c1ccc(C)cc1 | -6% | nt | 2% | -9% | nt | nt | nt | nt | -14%
53 | Cc1cc(C)c2c(CN3CCN(Cc4ccccc4)CC3)cc(=O)oc2c1C | 1% | -11% | -11% | -16% | 1% | 0 | i | 4% | -6%
54 | CCn1c(SCc2cccc(C(=O)O)c2)nnc1-c1ccc(Cl)cc1 | -10% | 1% | 3% | -7% | -21% | 7 | -8% | 32%[activator] | -3%
55 | CCCc1sc(N)nc1-c1ccc(C)cc1 | -6% | -6% | -22% | ? | -3% | -5 | i | 8% | -8%
56 | O=C(Nc1ccc(Br)cc1F)C1CCN(c2nnc(-n3cccc3)s2)CC1 | 25% | 12% | 36% | -5% | -22% | -10 | -1% | 20% | -9%
57 | N#CC1=C(SCC(=O)NC2CC2)NC(=O)C(C#N)C12CCCCC2 (stereo not given) | -2% | -3% | 18% | -8% | -7% | -6 | 4% | -6% | 1%

Screening data as filed in PubChem BioAssay.
